# EphB4 antag: EphB4-ephrin-B2 interaction antagonists, primary screen, biochemical, TNYL-RAW peptide probe, fluorescence polarization; actives 0.15% (n = 97,000); inhibition, % at 7 µM; AID 720, 2007; EphB4 LBD / TNYL-RAW-Alexa532 peptide; Ephrin type-B receptor 4 (Homo sapiens), P54760;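 active means inhibition above the screen-wide mean inhibition plus 3 SD, cut at about 15% in these data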;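 further: 0% = DMSO wells and 100% = excess unlabeled TNYL-RAW peptide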
# Target sequence (P54760 whole entry, looked up, the tested form may be a part): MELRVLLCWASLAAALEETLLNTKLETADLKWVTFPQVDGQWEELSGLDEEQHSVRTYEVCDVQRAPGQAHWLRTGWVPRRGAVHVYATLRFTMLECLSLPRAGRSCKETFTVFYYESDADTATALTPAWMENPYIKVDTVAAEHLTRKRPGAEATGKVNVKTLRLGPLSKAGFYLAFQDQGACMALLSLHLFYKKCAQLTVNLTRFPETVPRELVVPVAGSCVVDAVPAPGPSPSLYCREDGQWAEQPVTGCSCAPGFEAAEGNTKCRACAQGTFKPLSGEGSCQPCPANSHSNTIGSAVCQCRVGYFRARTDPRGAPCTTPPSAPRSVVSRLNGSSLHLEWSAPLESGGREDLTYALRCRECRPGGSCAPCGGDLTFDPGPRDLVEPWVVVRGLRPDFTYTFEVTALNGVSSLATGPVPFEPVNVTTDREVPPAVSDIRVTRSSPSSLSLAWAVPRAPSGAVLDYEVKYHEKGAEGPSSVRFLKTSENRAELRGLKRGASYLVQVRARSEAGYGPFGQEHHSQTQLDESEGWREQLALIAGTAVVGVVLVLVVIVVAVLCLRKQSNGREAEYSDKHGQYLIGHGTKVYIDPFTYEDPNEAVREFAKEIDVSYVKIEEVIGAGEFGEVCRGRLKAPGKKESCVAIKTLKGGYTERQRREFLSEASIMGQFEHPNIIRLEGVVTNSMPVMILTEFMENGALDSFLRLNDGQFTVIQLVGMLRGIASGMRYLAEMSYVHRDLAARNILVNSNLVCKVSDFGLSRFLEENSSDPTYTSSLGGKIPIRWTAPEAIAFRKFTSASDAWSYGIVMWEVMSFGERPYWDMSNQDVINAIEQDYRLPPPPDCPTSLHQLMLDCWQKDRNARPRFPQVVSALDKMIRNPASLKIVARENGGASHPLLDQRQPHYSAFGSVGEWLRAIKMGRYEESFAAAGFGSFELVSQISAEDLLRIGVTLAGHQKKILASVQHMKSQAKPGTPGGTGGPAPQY
# HIV Rev-RRE inh: HIV-1 Rev-RRE binding inhibitors, primary screen, biochemical, FRET, protein-RNA interaction. AID 704, 2007. actives 0.79% (n = 97,000). Rev peptide-RRE RNA binding. inhibition, % at 8 µM. P05866;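 active means inhibition above the screen-wide mean plus 3 SD, cut at about 35% in these data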;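 further: 0% = median DMSO wells and 100% = median Neomycin B control wells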
# Target sequence (P05866 whole entry, looked up): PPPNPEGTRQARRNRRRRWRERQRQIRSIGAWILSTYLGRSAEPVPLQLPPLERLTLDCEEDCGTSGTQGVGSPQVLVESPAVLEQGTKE
#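 System: Cy5-labelled duplex RRE RNA binding fluorescein-labelled HIV Rev peptide; Signal: fluorescein-to-Cy5 FRET, 480 nm excitation; Also added: labelled Rev peptide; Compound: one concentration, 8 µM nominal; Buffer or medium: HEPES pH 7.5 salt buffer with EDTA; Read-out: % inhibition of FRET ratio versus controls; Schedule: 5 min preincubation and 15 min binding, 25 °C.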
# PostGolgi yeast: phenotypic screen on post-Golgi transport, primary screen; AID 739, 2007; inhibition, % at 10 µM; post-Golgi transport phenotypic cell assay; actives 0.9% (n = 98,000);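 further: yeast cells grown in 1536-well plates; yeast grown about 18 h at 30C before absorbance read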
# S1P2 antag: human S1P2 receptor antagonists, primary screen, cell-based; cell-based S1P2 antagonist assay, inhibition at 5 uM; inhibition, % at 5 µM; actives 0.21% (n = 97,000); in the data active means inhibition above about 45%;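 further: CRE beta-lactamase reporter cells expressing human S1P2 stimulated with S1P; 0% = agonist at EC80 alone and 100% = agonist plus reference antagonist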
# PostGolgi ctrl: growth inhibition of yeast control strain, primary screen, counter-screen for post-Golgi transport modulator project; AID 738, 2007; actives 5% (n = 98,000); efflux-deficient yeast background strain, growth absorbance A615, 16 h; inhibition, % at 10 µM
# FAK blocker: FAK kinase inhibitors, primary screen, biochemical; biochemical FAK kinase activity assay; inhibition, %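 (tested at 7 µM)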; actives 0.84% (n = 97,000); AID 727, 2007; in the data active means inhibition above about 19%;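 further: 0% = DMSO and 100% = reference compound high control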
# S1P2 agonist: S1P2 receptor agonists, primary screen, cell-based | S1P2-expressing cell line, agonist reporter read-out | activation, % at 4.5 µM | actives 0.46% (n = 97,000) | AID 729, 2007; in the data active means activation above about 16%;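 further: 0% = vehicle low control and 100% = maximal reference agonist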
# LYP inh 2: PTPN22 phosphatase inhibitors, primary screen, biochemical, DiFMUP fluorescence, 2 µM | recombinant LYP catalytic domain | Tyrosine-protein phosphatase non-receptor type 22 (Homo sapiens), Q9Y2R2 | inhibition, % at 2 µM | actives 0.21% (n = 96,000);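 active means inhibition at 2 µM at or above a set limit, the screen mean plus 3 SD, cut at about 24% in these data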;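 further: 0% = DMSO with enzyme and 100% = enzyme fully blocked by orthovanadate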
# PTPN22 act: LYP phosphatase activators, primary screen, biochemical, DiFMUP fluorescence, 2 µM; recombinant LYP; 0 = plate median, 100 = signal doubled; activation, % at 2 µM; actives 0.11% (n = 96,000); AID 697, 2007;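 active means activation at 2 µM above a set limit, the mean plus 5 SD, cut at about 37% in these data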
# * marks the source's active call; other numbers are inactive results; . = not tested or not shown. Unless noted, no stated cut-off is given here; in the data, active means inhibition above about 30%; inactive means the rest.
mol,EphB4 antag,HIV Rev-RRE inh,PostGolgi yeast,S1P2 antag,PostGolgi ctrl,FAK blocker,S1P2 agonist,LYP inh 2,PTPN22 act
CCOC(=O)N1CCN(C(=O)C2CCCN(S(=O)(=O)c3cccnc3)C2)CC1 (stereo not drawn),-5,2,1,-1,4,-2,-5,-10,6
O=c1nc(N2CCOCC2)nc2n1CCO2,-7,2,-8,-10,1,-1,0,-9,3
c1coc(C2Nc3cccc4cccc(c34)N2)c1,3,2,17,-5,5,3,14,-3,1
Cc1ccc(N(C(C)C(=O)N2CCCCC2)S(C)(=O)=O)cc1C (stereo not drawn),-4,-1,-8,-10,-8,-2,-5,-8,4
CCOc1ccc(Br)cc1/C(C)=N\NC1=NCCN1,-5,-13,-9,17,3,1,-6,-3,3
Cc1ccc(CNC(=O)CSc2nc(N3CCCCC3)nc(N3CCCCC3)n2)cc1,3,5,-6,-6,46*,4,-2,12,-8
c1csc(-c2nn[nH]n2)c1,-5,3,19,0,13,1,-8,-5,3
O/C(=C\Sc1nnc(Cc2ccccc2)o1)c1ccc(F)cc1,7,9,-18,-27,-1,1,-1,-9,8
COc1cc2c(cc1OC)C(c1cc3cc(OC)c(OC)cc3[nH]c1=O)N(C(=O)C1CC1)CC2 (stereo not drawn),3,10,-2,5,6,1,-7,-6,4
NNc1nc(NCc2ccccc2)nc(N2CCOCC2)n1,4,-2,.,14,.,0,-5,-7,1
COc1cccc(C2/C(=C(\O)c3ccc4c(c3)OCCO4)C(=O)C(=O)N2CCCN(C)C)c1OC (stereo not drawn),-2,5,.,2,.,-1,-2,-1,1
COC(=O)CN1C2(C#N)CCCCC2CC2CCCCC21C#N (stereo not drawn),-10,1,5,11,-1,1,-5,-1,0
Cc1cc(N2CC(C(=O)NCc3cccs3)CC2=O)ccc1C(C)C (stereo not drawn),4,4,-5,-2,3,-2,-5,-3,0
C=CCNC(=S)N1CCN(CCN=CC2=C(O)CC(c3cccs3)CC2=O)CC1 (stereo not drawn),-3,6,3,7,2,-2,-2,-1,2
Cc1noc(C)c1S(=O)(=O)N(CC(=O)N1CCn2c1nc1ccccc12)c1ccc(C(C)C)cc1,-2,6,-4,7,12,-1,-6,2,-3
CCn1c(C(=O)OC)cc2c1ccn2-c1ccc(F)cc1,-1,-2,12,-1,1,6,-7,11,-8
Cc1ccc(S(=O)(=O)NCCCNC(=O)c2ccccc2)cc1,4,3,14,5,0,-1,-5,-5,3
CCOC(=O)c1c(-c2ccc(C)o2)csc1NC(=O)CSc1ncn[nH]1,0,8,1,-5,34*,-1,1,-8,10
O=C(Cc1cccs1)Nc1ccccn1,1,10,-2,-19,4,-1,-1,1,-1
COCCn1c(SC)nnc1-c1c[nH]c2ccccc12,-3,6,5,-2,-1,-5,-5,.,.
COc1cc2c(cc1NS(=O)(=O)N1CCCCC1)oc1ccccc12,5,19,21,13,68*,13,-10,6,-5
O=C(Nc1cc(-c2nn(CC(=O)N3CCCCC3)c(=O)c3ccccc23)ccc1N1CCOCC1)c1ccc(Cl)cc1,-3,-4,-1,10,1,-6,-1,-8,10
Cc1occc1-c1nnc(SCC(=O)Nc2ccccc2)n1CCc1ccccc1,3,11,7,14,12,-4,-5,-2,-2
CCCCCCc1nc2ccccc2c(=O)n1NC(=O)c1c(O)c2c(n(CC(C)C)c1=O)CCCC2,-2,-2,9,-5,12,-3,-2,3,-1
COc1cc(C)ccc1NC(=O)c1ccc(S(=O)(=O)N2CCOCC2)cc1,-10,6,-1,-1,4,-4,-1,3,-4
CCOC(=O)c1oc2ccc(Br)cc2c1CSc1nnc(C)s1,-6,4,4,-20,14,-2,-4,-30,28
CCOC(=O)c1cnn(-c2nc(SC)nc3sc4c(c23)CCCC4)c1N,6,17,8,-12,76*,-2,-1,4,-2
CN(NS(=O)(=O)c1ccccc1)c1nc2ccccc2nc1C(F)(F)F,1,10,-1,1,28,0,-7,1,0
COC(=O)C1=C(C)Nc2ncnn2C1c1cccnc1 (stereo not drawn),0,8,3,22,15,3,-3,-8,10
CCOC(=O)c1cc(-c2ccccc2)n(CCC(=O)NC(C)CC)c1C (stereo not drawn),-7,0,.,-13,.,2,-2,-9,6
Cn1c(SCc2ccccc2Cl)nc2ccccc21,-5,13,-9,-12,6,1,-3,-7,6
O=C(CSc1nnc(-c2ccncc2)n1CCc1ccccc1)NCc1ccccc1,-5,6,.,-1,.,0,-5,-12,12
O=C1CCC(C(=O)Nc2cccc(C(F)(F)F)c2)N1 (stereo not drawn),-8,6,.,8,.,0,-4,-4,2
CCOc1ccccc1OCC(=O)Nc1ccc(S(=O)(=O)Nc2ncccn2)cc1,-1,3,.,-12,.,1,-3,6,-5
Cc1c(C#N)c2ncnc(-c3ccccc3)c2n1-c1ccccc1,-7,5,-2,-12,2,-2,-2,8,-10
O=C(CSc1nc2ccccc2o1)NC(=O)NCc1ccco1,0,3,16,18,14,0,-4,14,-18
CCCCCOCC(O)CCC(=O)NN (stereo not drawn),-6,-1,-5,-2,2,2,-9,-2,4
COc1cccc(/C=N/Nc2nn3cnnc3c3ccccc23)c1,2,-1,-1,-25,-5,4,-1,12,-13
CCC(C)C(NC=C1C(=O)OC(C)(C)OC1=O)C(=O)O (stereo not drawn),-9,9,-2,12,5,1,-4,1,0
N#Cc1cccc(NC(=O)N2CCC(c3nc4c(nnn4Cc4cccc(Cl)c4)c(=O)[nH]3)CC2)c1,4,16,11,21,8,3,-4,7,-10

# One compound at a time (already shown). Values in the order: EphB4 antag | HIV Rev-RRE inh | PostGolgi yeast | S1P2 antag | PostGolgi ctrl | FAK blocker | S1P2 agonist | LYP inh 2 | PTPN22 act
# O=C(CSc1nc2ccccc2o1)NC(=O)NCc1ccco1 in the list: 0 | 3 | 16 | 18 | 14 | 0 | -4 | 14 | -18
# COc1cccc(/C=N/Nc2nn3cnnc3c3ccccc23)c1 in the list: 2 | -1 | -1 | -25 | -5 | 4 | -1 | 12 | -13
# CCOc1ccccc1OCC(=O)Nc1ccc(S(=O)(=O)Nc2ncccn2)cc1 in the list: -1 | 3 | . | -12 | . | 1 | -3 | 6 | -5
# CCC(C)C(NC=C1C(=O)OC(C)(C)OC1=O)C(=O)O (stereo not drawn) in the list: -9 | 9 | -2 | 12 | 5 | 1 | -4 | 1 | 0
# CCCCCOCC(O)CCC(=O)NN (stereo not drawn) in the list: -6 | -1 | -5 | -2 | 2 | 2 | -9 | -2 | 4

# Following part.
mol,EphB4 antag,HIV Rev-RRE inh,PostGolgi yeast,S1P2 antag,PostGolgi ctrl,FAK blocker,S1P2 agonist,LYP inh 2,PTPN22 act
CCOC(=O)C1=C(c2ccccc2)N=C2SCC(=O)N2C1c1ccc(OC)c(OC)c1 (stereo not drawn),4,6,1,-8,7,1,-7,-1,2
CCOc1ccc(NC(=O)CCn2c(=O)[nH]c3ccsc3c2=O)cc1,4,5,0,2,3,-2,-5,12,-13
COc1ccc(S(=O)(=O)N(C)CC(=O)NC2CCCCC2)cc1Cl,2,8,1,7,8,-1,-7,11,-12
Cc1ccc(C(=O)N2CCOCC2)cc1S(=O)(=O)Nc1cccc(C)c1C,1,4,5,17,1,-1,-6,-20,15
Cc1cc(C(=O)CSc2nnc(C3COc4ccccc4O3)n2C)c(C)n1-c1ccc(F)cc1 (stereo not drawn),-6,-4,5,9,30,-4,-2,-33,31
CC(C)(C)C1CCc2c(sc(NC(=O)c3ccco3)c2C(N)=O)C1 (stereo not drawn),1,8,.,-17,.,-9,-4,-11,6
O=C(Nc1ccc(S(=O)(=O)Nc2ccc(Cl)cc2)cc1)C1CCCO1 (stereo not drawn),1,7,-20,3,5,0,-7,11,-9
CCc1nc2ccccc2c(C(=O)OCc2nnc(-c3ccccc3)o2)c1C,-1,13,-4,-54,25,0,12,-3,0
COc1ccccc1CC(=O)Nc1ccc(-c2noc(COc3cccc(C)c3C)n2)cc1,4,3,-5,7,-2,-3,-6,4,-7
CCCCCCCCCCCC(=O)N/N=C/c1ccco1,6,11,16,4,11,1,-7,6,-10
CCC(=O)N1CCN(c2ccc(NC(=O)c3cc4ccccc4o3)cc2Cl)CC1,4,1,6,51*,38*,4,-1,1,-1
O=C(c1ccc(F)cc1)N1C2CCC1CC(O)(c1ccccc1F)C2 (stereo not drawn),-2,3,5,15,8,0,-2,1,-3
CC(=O)Nc1cccc(NC(=O)c2c(-c3c(Cl)cccc3Cl)noc2C)c1,6,2,0,6,3,-4,-11,6,-5
CCCCOC(=O)CSC1=C(C#N)C(c2ccccc2OCC)C(C#N)C(=O)N1 (stereo not drawn),1,1,4,6,-3,7,-8,7,-9
Nn1c(SCC(=O)Nc2ccc(F)c(F)c2)nnc1C1CCCCC1,11,5,-1,9,3,-12,-6,-2,3
COc1ccc(-n2c(SCC(=O)NCCC(C)C)nc3ccsc3c2=O)cc1,-4,2,-3,-7,5,6,-5,3,-1
O=C(Nc1cccc(C(=O)N2CCOCC2)c1)c1cncc(Br)c1,-5,4,-1,-23,1,1,-1,-12,11
CN(C)C(=O)c1cc([N+](=O)[O-])cc([N+](=O)[O-])c1N(C)C,-2,7,-9,4,-7,3,-4,13,-11
COc1cc2c3c(c1)-c1c(sn(-c4cc(OC)ccc4OC)c1=S)C(C)(C)N3C(=O)C2=O,11,2,-10,-4,5,-7,-6,17,-15
Nc1ccc(C(=O)N/N=C2\CCCc3c2[nH]c2ccccc32)cc1,5,2,-5,5,44*,-8,-6,4,-2
CCNC(=S)NS(=O)(=O)c1ccc(CC)cc1,1,3,7,3,-1,6,-4,8,-4
c1ccc(CNc2ccc3c(c2)ncn3C2CCCCC2)nc1,-9,-3,8,-12,13,4,-1,-13,11
COc1ccccc1NC(=O)CN1CCN(CC(=O)Nc2ccc(OCc3ccccc3)cc2)CC1,1,-2,-3,32,51*,1,-6,0,0
CCN1CCN(C(c2cccs2)C(C)NS(=O)(=O)c2ccc(Br)cc2)CC1 (stereo not drawn),2,0,1,17,9,1,-3,2,-4
CC(=NCCc1ccccc1)C1=C(O)COC1=O,-2,6,-3,0,4,-1,-3,-2,1
O=C(CN1CCN(c2ccccc2)CC1)N1CCc2[nH]c3ccccc3c2C1,-4,3,0,8,6,-1,-2,-3,6
CC(=O)Oc1cc2c(cc1Cl)C1(CC(c3ccccc3Cl)O2)CC(C)(C)NC(=S)N1 (stereo not drawn),3,0,-10,-2,9,3,-6,8,-10
Cc1ccc(N2C(=O)C(Cl)=C(Nc3c(C)n(C)n(-c4ccccc4)c3=O)C2=O)cc1,-4,-3,20,1,33*,-1,-9,1,-2
CS(=O)(=O)NCCC1=CCCCC1,-1,5,-1,11,8,1,-4,-4,3
Cc1cc(-c2cccs2)c2c(n1)sc1c(=O)[nH]c(=O)[nH]c12,5,11,4,6,5,0,-6,-3,4
CCOC(=O)/C(C#N)=C1/SC(CCO)C(=O)N1c1ccccc1 (stereo not drawn),-4,3,4,14,-1,23*,-4,-8,7
COc1ccc2c(c1)C1C=CCC1C(c1cc3c(cc1Br)OCO3)N2 (stereo not drawn),-3,5,9,-6,4,11,-6,3,0

# High-throughput results (PubChem)
